High-throughput results as filed in PubChem BioAssay.
GBA enhancer: GBA activity enhancers in patient fibroblasts, primary screen, cell-based | 30,000 compounds, 0.44% hits | L444P Gaucher fibroblasts, 4-MU-glucoside fluorescence, 3 days | Lysosomal acid glucosylceramidase (Homo sapiens), P04062 | activation, % at 10 µM; in the data active = activation above about 65%;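 note: 0% = vehicle wells and 100% = positive control wells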
Target sequence (P04062 whole entry L483P): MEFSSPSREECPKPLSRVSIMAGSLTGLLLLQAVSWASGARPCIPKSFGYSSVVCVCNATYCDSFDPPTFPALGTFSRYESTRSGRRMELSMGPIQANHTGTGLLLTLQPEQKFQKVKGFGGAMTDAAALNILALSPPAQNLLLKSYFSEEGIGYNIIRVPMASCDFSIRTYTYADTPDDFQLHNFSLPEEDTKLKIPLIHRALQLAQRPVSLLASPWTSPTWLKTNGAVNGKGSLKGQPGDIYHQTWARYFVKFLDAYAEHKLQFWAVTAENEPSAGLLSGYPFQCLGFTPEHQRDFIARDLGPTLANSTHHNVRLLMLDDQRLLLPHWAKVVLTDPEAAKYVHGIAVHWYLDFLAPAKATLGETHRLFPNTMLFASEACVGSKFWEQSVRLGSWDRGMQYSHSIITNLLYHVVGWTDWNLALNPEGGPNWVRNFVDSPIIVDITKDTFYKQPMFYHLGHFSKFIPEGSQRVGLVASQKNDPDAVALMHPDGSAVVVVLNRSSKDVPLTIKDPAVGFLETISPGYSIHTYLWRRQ
An asterisk follows results filed as active. Only part of the results is shown (hit frequency here may not be typical).

SMILES	GBA enhancer
Cc1noc(C)c1C(=O)N1CCN(CCc2ccccc2)CC1	17.9
O=C(Nc1ccccc1F)NC1CCN(Cc2nnnn2Cc2ccc(F)cc2)CC1	-10.8
COc1ccc(OC)c(S(=O)(=O)N(C)CC(=O)Nc2ccc3c(c2)OCCO3)c1	-18.2
Cn1nc(CC(=O)Nc2ccc(N3CCN(C(=O)OC(C)(C)C)CC3)cc2)c2ccccc2c1=O	-19.4
O=C(NC1CCCCC1)c1nc2c(nnn2Cc2ccccc2Cl)c(=O)[nH]1	23.3
COc1ccccc1-c1coc2c(CN3CCN(CCO)CC3)c(O)ccc2c1=O	-1.9
COc1cccc(N(C(=O)CNC(=O)c2ccco2)C(C(=O)NC2CCCCC2)c2ccncc2)c1 (stereo unspecified)	-40.4
O=C(CSc1nnc2scc(-c3ccccc3)n12)Nc1nsc(-c2ccc(Cl)cc2)n1	7.1
Cc1coc(C)c1C(=O)CC1(O)C(=O)Nc2cc(Cl)cc(Cl)c21 (stereo unspecified)	-4.2
CCC1CCCCN1S(=O)(=O)c1ccc(C(=O)Nc2nnc(-c3cccs3)o2)cc1 (stereo unspecified)	-15.8
COC(=O)C1=C(C)N(c2ccc(S(N)(=O)=O)cc2)C(=O)C1	-23.4
CCOC(=O)c1[nH]c(C)c(C(=O)NCC2CCCO2)c1C (stereo unspecified)	-31.9
COc1ccc(-c2cc(C(=O)Nc3cc(C)n(Cc4ccc(Cl)cc4)n3)no2)cc1OC	9.9
O=C(NCCc1ccc(Cl)cc1)C1CCN(S(=O)(=O)N2CCC3(CC2)OCCO3)CC1	4.8
COc1ccccc1CCNS(=O)(=O)c1c(C)n(C)c(=O)n(C)c1=O	-11.2
CC(=O)Nc1nonc1NC(=O)CSc1nc2ccccc2o1	-13.8
Cc1sc2nc(SCC(=O)OC(C)C)n(C)c(=O)c2c1C	-59.3
O=C(OCCN1C(=O)c2ccccc2C1=O)c1cnccn1	14.2
C=Cn1c(C(=O)O)cc(CC)c1-c1ccccc1	4.8
CCOC(=O)N1CCN(C(=O)c2ccc(CN(c3ccc(C)c(C)c3)S(C)(=O)=O)cc2)CC1	-31.6
O=C(c1noc2c1CCc1ccccc1-2)N1CCCc2ccccc21	-15.0
Cc1cc(COc2ccccc2OCc2cc(C)no2)on1	1.9
CCSc1ccccc1C(=O)n1nnc2ccccc21	-26.6
CC(=O)OCc1cc2cccc(C)c2[nH]c1=O	-9.9
Cn1c(/C(C#N)=C(\O)c2ccc(S(=O)(=O)N3CCCCC3)cc2)nc2ccccc21	70.9*
COC(=O)c1sc(NC(=O)CSc2nnnn2-c2ccc(C)cc2C)nc1C	-22.5
O=C1Nc2ccccc2C12Nc1ccccc1-c1nc3ccccc3n12 (stereo unspecified)	-2.4
O=c1cc(N2CCOCC2)[nH]c(=O)n1-c1ccc(Br)cc1	-15.6
CC1(C)Cc2c(c(-c3ccco3)nc3n[nH]c(N)c23)CO1	-15.4
CCCc1cc(=O)oc2cc3oc(C)c(C)c3cc12	-42.7
COc1cc(-c2noc(-c3ccccc3C(=O)NCc3ccco3)n2)cc(OC)c1OC	14.9
O=C(CN1C(=O)CCC1=O)Nc1ccc(Br)cc1	-8.5
COc1cc(OC)cc(-c2nnc(SCC(=O)N(C(C)C)C(C)C)o2)c1	4.7
O=S(=O)(NCCc1cn2ccccc2n1)c1ccc(F)c(C(F)(F)F)c1	-16.1
CC(=O)Oc1ccc(N2C(=O)C3C4C=CC(O4)C3C2=O)cc1 (stereo unspecified)	3.3
O=C(NC1CCN(Cc2nnnn2CCc2ccccc2)CC1)c1ccccc1F	-41.7
c1ccc(COn2c(-c3ccccc3)nc3c2CCc2nonc2-3)cc1	0.1
CCc1nc(Nc2ccc(N3CCN(C(C)=O)CC3)cc2)c2oc3ccccc3c2n1	-9.2
CC(=O)c1cccc(NC(=O)N2CCCC2C(=O)Nc2cc(C)ccc2C)c1 (stereo unspecified)	12.2
CCN(CC)S(=O)(=O)c1csc(C(=O)NCc2ccccc2)c1	-7.9
CC(N=c1ccccn1C(=O)Nc1ccc(F)cc1)c1ccco1 (stereo unspecified)	2.6
CN1CCCCc2c1nc1c(c2N)CCCC1	1.4
CCOc1ccc(NC(=O)CN2CCN(CC(=O)Nc3cc(OC)cc(OC)c3)CC2)cc1	38.9
COc1nc(-c2ccccc2)ccc1-c1noc(-c2ccccc2)n1	-6.9
Cc1ccccc1Cn1ccc(NC(=O)c2cnn3c(C(F)(F)F)cc(-c4ccco4)nc23)n1	46.5
CN1CCN(CC(O)COCc2ccc3c(c2)OCO3)CC1 (stereo unspecified)	-16.0
CCn1c(CSc2nnc(-c3cccnc3)n2-c2ccccc2C)nc2cc(C(=O)O)ccc21	-7.8
CCCCC(=O)Nc1ccc2oc(-c3cccnc3)nc2c1	5.0
CCC(C)NC(=O)COc1ccc(S(=O)(=O)N2CCOCC2)cc1 (stereo unspecified)	-16.6
c1ccc2oc(SCc3cn4ccccc4n3)nc2c1	-37.7
CC1(C)CC(=O)C2=C(C1)Nc1ncnn1C2c1ccccn1 (stereo unspecified)	9.2
CCOc1cc(C2C(C(=O)c3ccco3)=C(O)C(=O)N2CCc2ccccc2)ccc1O (stereo unspecified)	-43.2
O=C(CCN1C(=O)c2ccccc2C1=O)NCCC1=CCCCC1	26.8
CCOC(=O)c1cnc(SCc2nc(N)nc(Nc3ccc(F)cc3)n2)nc1N	-64.4
COC(=O)[C@H](CCSC)NC(=O)NCc1cccs1	-12.1
Cn1nc(C(=O)OCCN2C(=O)c3ccccc3C2=O)c2ccccc2c1=O	-10.7
COCCNc1c(-c2ccc(O)cc2)nc2ccc(Cl)cn12	9.3
CCC(C)[C@H](NC(=O)N1CCCC1)C(=O)O (stereo partly specified)	-30.2
O=C(CCn1c(=O)c2sccc2n(Cc2cc(=O)n3ccccc3n2)c1=O)NCc1ccco1	-0.6
NC(=O)C1CCN(c2nc(-c3ccccc3)nc3c2oc2ccccc23)CC1	-4.2
Going on with the list.
SMILES	GBA enhancer
Cn1c(SC/C=C/c2ccccc2)nnc1-c1cnccn1	15.5
CCCC(=O)C1=C(O)C(C(=O)OC)C(C)(C)CC1=Nc1ccncc1 (stereo unspecified)	2.2
CCCN1Cc2cccc(C(N)=O)c2C1=O	-2.6
O=C(NCc1ccccn1)c1cn(CCc2ccccc2)nn1	5.0
Cc1nc(N)[nH]c(=O)c1CCC(=O)OCC(C)C	-95.5
CC(C)CNC(=O)c1cccc(C(=O)NCC(C)C)c1	-1.0
COc1ccc(C2SCC(=O)N2c2c(C)n(C)n(-c3ccccc3)c2=O)c(OC)c1 (stereo unspecified)	-2.6
c1ccc(N2CCN(c3cnccn3)CC2)nc1	8.5
CCC1Oc2ccccc2N(CC(=O)Nc2ccc(OC)cc2OC)C1=O (stereo unspecified)	0.9
COc1ccc(Cl)cc1C(=O)NCC(C)C	-8.4
CCN1C(=S)SC(=O)C1=C1C=C(C)N(CCOC)C(C)=C1	-35.4
O=C(c1ccccc1)N1CCN(CC(O)COCC2CC=CCC2)CC1 (stereo unspecified)	-12.5
Cc1cc(C(=O)NCc2ccccc2Br)no1	-14.0
COc1ccccc1NC(=O)CSc1nnnn1Cc1ccccc1	-32.1
Cc1cc(C)n(C/C=C/Cn2nc(C)cc2C)n1	-11.9
O=C(O)Cn1nc(-c2ccccc2)c2ccccc2c1=O	1.8
O=C(Nc1ccc2c(c1)CCC2)c1cnccn1	-33.1
Oc1ccc2nc(Cc3ccccc3)[nH]c2c1	-0.7
CCOC(=O)C1C(=O)NCC2CCCC21 (stereo unspecified)	-7.8
CC1(C)CC(=O)C(C(c2ccco2)C2C(=O)CC(C)(C)CC2=O)C(=O)C1	-26.7
O=C(O)c1cccc(S(=O)(=O)NCc2cccs2)c1	-59.3
Cc1ccc(Cn2ccc(NC(=O)c3c(-c4ccccc4Cl)noc3C)n2)cc1	-3.2
Cc1cc(NC(=O)CSc2nc3ccccc3[nH]2)no1	99.9*
Cc1ccccc1CSCC(=O)NC(=O)NC(C)(C)C	-4.2
CCc1nnc(NC(=O)CSc2nnc(COc3ccccc3)n2Cc2ccccc2)s1	0.0
CC(C)(C)NC[C@H](O)COc1nsnc1N1CCOCC1	-30.7
O=c1[nH]n(CC2COC3(CCCCC3)O2)c(=O)c2ccccc12 (stereo unspecified)	6.8
CCOC(=O)C1=C(NC#N)OC(C)=C(C)C1c1ccc(O)cc1 (stereo unspecified)	26.7
COC(=O)c1c(N)sc(C(=O)N2CCOCC2)c1C	-28.9
CN(CCc1ccccn1)c1ncnc2[nH]ncc12	-0.5
Cc1ccc(-c2nc(N)n(C(=O)Cc3ccccc3)n2)cc1	3.2
CC(C)(C)OC(=O)NCC(=O)NCC(=O)OCc1ccccc1	-40.2
CCC(=O)O[C@@H]1CC(=O)O[C@H](C)CC=CC=C[C@@H](O)[C@H](C)C[C@H](CC=O)[C@H](O[C@H]2O[C@H](C)[C@@H](O[C@H]3C[C@@](C)(O)[C@@H](OC(=O)CC)[C@H](C)O3)[C@H](N(C)C)[C@H]2O)[C@H]1OC	5.2
Cc1oc2nc(SCC(=O)NC3CCCCC3)nc(N)c2c1C	-12.3
COc1ccc2c(c1)c(CCN1C(=O)c3ccccc3C1=O)cn2C(=O)c1ccco1	-18.9
Cc1nn(C)cc1CNC(=O)c1cc2n(n1)C(C(F)(F)F)CC(c1cccs1)N2 (stereo unspecified)	-47.9
COC(=O)CNc1nc(OC)nc(N(C)C)n1	-110.1
CN(C1=NC(=O)C(CC(=O)Nc2ccc(Br)cc2)S1)c1ccc(O)cc1 (stereo unspecified)	2.6
CCOC(=O)c1[nH]c2ccc(OC)cc2c1NC(=O)c1ccc2c(c1)OCO2	5.5
O=C(NC1CCCCCCC1)c1cnccn1	-12.3
Cc1oc(-c2ccc(Cl)cc2)nc1CS(=O)CC(=O)NCCCN(C)C1CCCCC1 (stereo unspecified)	-40.3
CCC(C)(C)NC(=O)CN(C(=O)CNS(=O)(=O)c1ccccc1)c1ccccc1	-15.0
CCCc1nc(SCC(N)=O)[nH]c(=O)c1CC	11.3
COc1ccc(OC)c(NC(=O)CSc2nnc(N)s2)c1	-35.4
O=C(NC(Cc1ccccc1)C(=O)O)c1ccc(S(=O)(=O)N2CCOCC2)cc1 (stereo unspecified)	-6.5
Cc1nc(NC(=O)c2ccc(Br)s2)sc1C(=O)N(C)C	4.3
Cc1nc2cc(S(=O)(=O)C(F)(F)F)ccc2s1	4.7
O=C(NCc1cccnc1)c1noc2c1CCCC2	-44.0
CCOC(=O)c1c(-c2ccc(C)o2)csc1NC(=O)CN1CCN(CC)CC1	-49.1
CCCCCCC1CC(CSc2ncn[nH]2)OC1=O (stereo unspecified)	-1.8
O=C(CN1C(=O)C2C3C=CC(C3)C2C1=O)NCC1COc2ccccc2O1 (stereo unspecified)	-6.7
COc1ccc2oc(=O)c(C(=O)N3CCc4ccccc43)cc2c1	-39.2
O=C(NCCc1ccccc1)C1CCN(S(=O)(=O)c2cccc3nsnc23)CC1	-16.2
CCOC(=O)Cc1c(C)nc2cc(-c3ccc(Cl)cc3)[nH]n2c1=O	-12.6
CCC(C)NC(=O)C1c2ccccc2C(=O)N1Cc1cc(OC)ccc1OC (stereo unspecified)	-3.3
CCC(Oc1ccccc1)C(=O)N1CC(C)CC(C)C1 (stereo unspecified)	-32.0
Clc1cccc(-c2cc3nc4c(c(N5CCOCC5)n3n2)CCCC4)c1	-42.4
O=C(NCc1ccco1)c1cc2n(n1)C(C(F)(F)F)CC(c1ccc(Br)cc1)N2 (stereo unspecified)	-10.3
COc1cc(C(=O)NCCC(=O)NCc2ccc3c(c2)OCO3)cc(OC)c1OC	-0.1
COCCC(=O)NC12CC3CC(CC(C3)C1)C2	-10.5

19 consecutive entries from above, quoted:
SMILES	GBA enhancer
Cc1noc(C)c1C(=O)N1CCN(CCc2ccccc2)CC1	17.9
O=C(Nc1ccccc1F)NC1CCN(Cc2nnnn2Cc2ccc(F)cc2)CC1	-10.8
COc1ccc(OC)c(S(=O)(=O)N(C)CC(=O)Nc2ccc3c(c2)OCCO3)c1	-18.2
Cn1nc(CC(=O)Nc2ccc(N3CCN(C(=O)OC(C)(C)C)CC3)cc2)c2ccccc2c1=O	-19.4
O=C(NC1CCCCC1)c1nc2c(nnn2Cc2ccccc2Cl)c(=O)[nH]1	23.3
COc1ccccc1-c1coc2c(CN3CCN(CCO)CC3)c(O)ccc2c1=O	-1.9
COc1cccc(N(C(=O)CNC(=O)c2ccco2)C(C(=O)NC2CCCCC2)c2ccncc2)c1 (stereo unspecified)	-40.4
O=C(CSc1nnc2scc(-c3ccccc3)n12)Nc1nsc(-c2ccc(Cl)cc2)n1	7.1
Cc1coc(C)c1C(=O)CC1(O)C(=O)Nc2cc(Cl)cc(Cl)c21 (stereo unspecified)	-4.2
CCC1CCCCN1S(=O)(=O)c1ccc(C(=O)Nc2nnc(-c3cccs3)o2)cc1 (stereo unspecified)	-15.8
COC(=O)C1=C(C)N(c2ccc(S(N)(=O)=O)cc2)C(=O)C1	-23.4
CCOC(=O)c1[nH]c(C)c(C(=O)NCC2CCCO2)c1C (stereo unspecified)	-31.9
COc1ccc(-c2cc(C(=O)Nc3cc(C)n(Cc4ccc(Cl)cc4)n3)no2)cc1OC	9.9
O=C(NCCc1ccc(Cl)cc1)C1CCN(S(=O)(=O)N2CCC3(CC2)OCCO3)CC1	4.8
COc1ccccc1CCNS(=O)(=O)c1c(C)n(C)c(=O)n(C)c1=O	-11.2
CC(=O)Nc1nonc1NC(=O)CSc1nc2ccccc2o1	-13.8
Cc1sc2nc(SCC(=O)OC(C)C)n(C)c(=O)c2c1C	-59.3
O=C(OCCN1C(=O)c2ccccc2C1=O)c1cnccn1	14.2
C=Cn1c(C(=O)O)cc(CC)c1-c1ccccc1	4.8

Continued.
SMILES	GBA enhancer
Cn1c(=O)c2c(nc(SCC(=O)c3cccs3)n2Cc2ccc(F)cc2)n(C)c1=O	17.6
COc1ccc(S(=O)(=O)N(C)c2ccc(C(=O)N3CCOCC3)cc2)cc1OC	-8.7
COc1cc(-c2nc(S(=O)(=O)c3ccc(C)cc3)c(N(C)C)o2)cc(OC)c1OC	-48.5
c1n[nH]c(NCc2ccc3c(c2)OCO3)n1	-25.9
C=CCNc1nc(N2CCCC2)nc2ccccc12	40.0
COc1ccc(N(CC(=O)O)S(=O)(=O)c2cccnc2)cc1	-7.6
COc1ccc(-c2noc(C3CCCN(C(=O)CCc4ccccc4)C3)n2)cc1 (stereo unspecified)	-17.0
OCC1OC(n2nnc3ccccc32)C(O)C(O)C1O (stereo unspecified)	-19.3
CC1(C)Cc2c(c(-c3ccco3)[nH]c(=O)c2C#N)CO1	-7.3
